697 NFkB inh: lowers PMA/ionomycin-induced NF-kB signal in 697 B cells | 697 B-cell NF-kB luciferase reporter, 16 h | inhibition, % at 4 µM | 330,000 compounds, 0.33% hits | AID 435022; in the data active = inhibition above about 35%
SENP8 block: inhibitors of human SENP8 protease; Q96LD8; purified SENP8, Z-RLRGG-aminoluciferin cleavage, luminescence; inhibition, % at 10 µM; 330,000 compounds, 1.2% hits
Target sequence (Q96LD8 whole entry, looked up): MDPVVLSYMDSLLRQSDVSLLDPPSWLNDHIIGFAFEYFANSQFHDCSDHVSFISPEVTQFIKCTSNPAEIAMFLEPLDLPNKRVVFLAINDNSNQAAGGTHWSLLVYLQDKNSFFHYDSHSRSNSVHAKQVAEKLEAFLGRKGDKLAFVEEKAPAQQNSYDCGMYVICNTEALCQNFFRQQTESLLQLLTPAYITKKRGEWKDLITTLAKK
SENP7 block: inhibitors of human SENP7 protease; recombinant SENP7, Z-RLRGG-aminoluciferin luminescence, 40 min; 330,000 compounds, 1.5% hits; Q9BQF6; AID 434973; inhibition, % at 5 µM;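 active = inhibition above about 50% at the single test dose, limit read from the data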;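 also: plate controls were DMSO with enzyme for no effect and no enzyme buffer wells for full effect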
Target sequence (Q9BQF6 706-1050 limits assumed): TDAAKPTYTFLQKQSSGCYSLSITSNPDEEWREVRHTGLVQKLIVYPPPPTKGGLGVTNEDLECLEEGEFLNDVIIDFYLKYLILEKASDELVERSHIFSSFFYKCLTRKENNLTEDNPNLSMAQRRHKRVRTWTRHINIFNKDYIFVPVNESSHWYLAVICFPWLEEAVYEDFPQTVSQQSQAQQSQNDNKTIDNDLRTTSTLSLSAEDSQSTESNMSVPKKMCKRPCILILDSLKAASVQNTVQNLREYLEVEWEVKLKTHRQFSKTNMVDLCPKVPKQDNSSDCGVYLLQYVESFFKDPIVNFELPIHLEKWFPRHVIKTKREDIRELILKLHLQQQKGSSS
Gli-Sufu block: antagonists of Gli-Sufu signaling. inhibition, % at 5 µM. 340,000 compounds, 0.74% hits. Sufu-KO-LIGHT fibroblasts, Gli luciferase reporter luminescence;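 active = inhibition above about 55%, limit read from the data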;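 also: 0% = DMSO-treated cells and 100% = wells with medium but no cells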
HKDC1 inh: inhibitors of human hexokinase HKDC1; Q2TB90; recombinant HKDC1, G6PDH/diaphorase resazurin coupled fluorescence; inhibition, % at 20 µM; AID 493160; 340,000 compounds, 0.16% hits;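 active = inhibition above about 35% when tested at 20 µM, limit read from the data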;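 also: plate controls were DMSO wells with enzyme for no effect and DMSO wells lacking enzyme for full effect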
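Incubation: 90 min at room temperature in dark / Material: recombinant HKDC1 (HK5) hexokinase enzyme, produced in-house / Quantity: enzyme 5 µg/mL final / Compound: one dose of 20 µM, 1% DMSO / Reagent: glucose and ATP substrates / Buffer or medium: Tris pH 8.0 buffer with MgCl2, Tween-20, BSA, BME / Technique: resorufin fluorescence at 613 nm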
Jurkat NFkB inh: inhibitors of the PMA/ionomycin-induced NF-kB reporter in Jurkat cells; PMA/ionomycin-induced NF-kB luciferase reporter, luminescence; inhibition, % at 4 µM; 330,000 compounds, 0.53% hits; AID 435003
UBC13 polyUb: human UBC13 polyubiquitination inhibition; AID 485273; UBC13 polyubiquitin chain formation, TR-FRET; inhibition, % at 20 µM; 330,000 compounds, 0.47% hits; P61088; in the data active = inhibition above about 45%, passing the limit was not always enough
Target sequence (P61088 whole entry, looked up): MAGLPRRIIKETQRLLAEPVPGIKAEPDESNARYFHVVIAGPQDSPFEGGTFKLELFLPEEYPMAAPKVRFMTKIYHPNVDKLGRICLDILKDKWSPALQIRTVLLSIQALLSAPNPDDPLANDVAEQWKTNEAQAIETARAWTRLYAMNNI
Apaf1 inhib: blocks human Apaf-1 apoptosome activity. reconstituted apoptosome caspase-3 activity, DEVD-Rh110 fluorescence. O14727. 330,000 compounds, 0.71% hits. inhibition, % at 20 µM; active = inhibition of at least 40% at 20 µM;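 also: plate controls were DMSO wells for no effect and DEVD-CHO caspase inhibitor wells for full effect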
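System: Apoptosome proteins | Medium: Hepes pH 7.5 with detergent and BSA | Also added: Cytochrome c trigger plus (Z-DEVD)2-Rh110 caspase-3 substrate | Incubation: 30 min compound preincubation, 50 min activation, room temperature | Detection: Rhodamine 110 fluorescence at Ex 480/Em 540 nm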
An asterisk follows results filed as active; . = not tested or not shown. Rule as the data show it, unless noted: active = inhibition above about 50%; inactive = the rest.

Screens in order – 697 NFkB inh	SENP8 block	SENP7 block	Gli-Sufu block	HKDC1 inh	Jurkat NFkB inh	UBC13 polyUb	Apaf1 inhib
#1 O=C(O)CNCC1COc2ccccc2O1 (configuration not stated)
  15	7	2	-1	5	1	2	-18
#2 Cc1cc(NCC(c2ccccc2)c2ccccc2)n2ncnc2n1
  -3	-8	0	5	3	10	-1	-10
#3 Cc1cccc(Nc2ccc(NCc3ccccc3)nn2)c1
  -17	0	1	-4	-3	-21	1	6
#4 NC(=S)N=Nc1c(O)n(CCCl)c2ccc(Br)cc12
  12	-5	-4	-3	-2	-1	58*	-2
#5 CC(Oc1cccnc1[N+](=O)[O-])C(=O)Nc1cccc(Cl)c1 (configuration not stated)
  19	6	-6	-5	-1	-6	21	0
#6 N=c1n(CCN2CCOCC2)c2ccccc2n1CC(O)COc1ccccc1 (configuration not stated)
  -11	-4	10	32	-8	-7	5	18
#7 CC1CCCCC12NC(=O)N(CC(=O)N1CCN(S(=O)(=O)Cc3ccccc3)CC1)C2=O (configuration not stated)
  -4	-18	-3	4	-1	-12	4	29
#8 CC(C)C[C@H](NC(=O)N1CCn2c1nc1ccccc12)C(=O)N[C@@H](Cc1ccccc1)C(=O)O
  15	-7	4	1	-1	-3	-5	11
#9 Cc1cc2cc(CCNC(=O)c3cccs3)c(=O)[nH]c2cc1C
  -126	2	-1	-61	9	-78	6	6
#10 CCC(NC(=O)CCCc1ccccc1)c1ccccc1 (configuration not stated)
  -28	-9	-6	2	-5	-11	-2	5
#11 Cc1ccccc1CN1CCC(Oc2ccc(C(=O)NCc3ccccn3)cc2)CC1
  4	1	7	26	-1	13	3	-1
#12 Cc1c(Cl)cccc1NC(=O)CNC(=O)C1CC(=O)N(C2CCCC2)C1 (configuration not stated)
  -3	5	4	-1	-1	6	0	-4
#13 COc1ccc(-c2cc(OC(=O)c3ccc(F)cc3)c3c(C)oc(C)c3c(=O)c2)cc1
  -6	1	1	.	.	-6	-7	8
#14 O=C(Cc1cccs1)Nc1ccc([N+](=O)[O-])cc1
  -8	-11	10	4	-5	1	-4	-6
#15 CCC(Oc1ccccc1)C(=O)N(CC)CC(=O)NCc1ccc(F)cc1 (configuration not stated)
  8	-4	-7	6	1	-5	-1	1
#16 C=CCn1c(-c2ccco2)n[nH]c1=S
  14	4	-5	-3	10	16	-13	3
#17 CCO[C@H]1OC(C(=O)NCc2nc3ccccc3[nH]2)=C[C@@H](c2ccccc2)[C@@H]1CCCO
  15	-8	-1	-1	-3	6	6	7
#18 Cc1ccccc1Nc1nc(N)nc(CSc2ccc(F)cc2)n1
  -157	-8	-7	-109	9	-134	14	-10
#19 CCCn1c2c(c(O)c(C(=O)NCCCN(CC)CC)c1=O)CCCC2
  -10	2	9	2	-4	-6	18	8
#20 CCOC(=O)c1c(NC(=O)C2C3C=CC(C3)C2(C)C(=O)O)sc2c1CCCC2 (configuration not stated)
  -5	-7	-7	-4	-5	-3	-13	2
#21 CCN1CCN(CCCNC(=O)c2ccc3c(Cl)c4c(nc3c2)CCCC4)CC1
  -24	-2	-1	.	-5	2	8	14
#22 Cc1cccc2cc(CN(Cc3ccccc3)C(=O)N(C)C)c(=O)[nH]c12
  10	0	6	14	-5	7	0	4
#23 O=C(c1ccc(Cl)cc1)c1cn[nH]c1-c1ccccc1O
  22	-7	0	39	3	-13	5	12
#24 CC(c1ccco1)N(C(=O)C12CC3(C)CC(C)(CC(C)(C3)C1)C2)c1ccccn1 (configuration not stated)
  2	1	0	-2	8	6	4	22
#25 CN(C(=O)c1ccc(S(=O)(=O)N2CCCCC2)cc1)C1CCS(=O)(=O)C1 (configuration not stated)
  -10	0	4	6	-5	-1	2	1
#26 Cc1ccc(S(=O)(=O)NC2=NCN(C3CCCCC3)CN2)cc1
  5	1	7	9	-1	-10	6	-1
#27 CCOC(=O)C1C(=O)CC(C)(O)C(C(=O)OCC)C1c1ccc(Br)cc1 (configuration not stated)
  10	6	3	0	-1	25	4	-7
#28 C[C@H](CO)N1C[C@H](C)[C@@H](CN(C)Cc2ccc(Oc3ccccc3)cc2)Oc2c(NS(=O)(=O)c3cn(C)cn3)cccc2C1=O
  5	4	9	3	1	-6	14	16
#29 NS(=O)(=O)c1cccc(NC(=O)C(Cc2ccccc2)NC(=O)c2ccccc2)c1 (configuration not stated)
  14	-2	10	-16	-3	6	-1	6
#30 CCOC(=O)/C=c1\s/c(=C\c2ccccc2C)c(=O)n1CC(=O)NCc1ccc2c(c1)OCO2
  4	-2	-4	-12	2	-5	-4	5
#31 O=C(CN(Cc1ccccc1)C(=O)CCC(=O)Nc1nccs1)NCc1ccco1
  11	0	-9	-2	-1	-8	-8	-2
#32 CN(CC(=O)Nc1ccccc1C(F)(F)F)C(=O)CSc1nnc(-c2ccncc2)n1C
  -10	1	0	4	-5	-9	-2	10
#33 COc1ccc(/C=C/C(=O)c2sc(-c3ccccc3)nc2C)cc1
  -19	-8	4	6	10	1	1	18
#34 Cc1cc(S(=O)(=O)Nc2ccc(C(=O)N3CCN(C(=O)c4ccco4)CC3)cc2)ccc1F
  -8	3	0	6	-8	-2	1	-3
#35 O=C(C1CCN(S(=O)(=O)N2CCC3(CC2)OCCO3)CC1)N1CCN(Cc2ccccc2)CC1
  -27	-5	12	-2	-5	-5	-13	-9
#36 COC(=O)C1=C(C(=O)OC)[C@@H]2N(C)c3ccccc3[C@@]23C[C@@H](C(=O)OC)N(C(=O)c2cccs2)C3=N1
  6	0	0	-8	-1	16	-3	6
#37 CN(C)S(=O)(=O)c1ccc(N2CCCC2=O)c([N+](=O)[O-])c1
  -12	-5	-1	-4	7	-8	-8	1
#38 Oc1c(C(c2cccs2)N2CCC3(CC2)OCCO3)sc2ncnn12 (configuration not stated)
  -4	-1	3	-1	-3	12	2	4
#39 Cc1ccccc1-n1nnnc1SCC(=O)N(C)C1CCS(=O)(=O)C1 (configuration not stated)
  -7	-5	3	-25	-2	4	6	-27
#40 O=C(C1CCN(S(=O)(=O)c2ccc(Cl)cc2)CC1)N1CCN(c2ccccn2)CC1
  12	-10	-1	8	-1	-12	-2	28
#41 CC(NC(=O)c1ccco1)c1nc(-c2ccccc2)no1 (configuration not stated)
  -2	7	0	-4	-4	11	1	3
#42 CN(C)c1ccc(/C=C/C(=O)c2ccccc2)cc1[N+](=O)[O-]
  -17	-11	-2	-12	-2	-74	-36	8
#43 Cc1cc(C(=O)N/N=C2\CC(=O)CC(C)(C)C2)c(C)n1-c1ccc(F)cc1
  11	10	6	4	-10	19	-3	7
#44 O=C(c1ccc2nccnc2c1)N1CCN(c2ccccc2)CC1
  -13	-13	7	5	-5	1	-6	2
#45 CCCCNC(=O)C(=O)N/N=C/c1ccc(OCC(=O)Nc2cccc(OC)c2)c(OC)c1
  17	-3	5	-9	0	-10	-1	-2
#46 O=C(NCCN1CCOCC1)C(=O)NCC1OCCCN1S(=O)(=O)c1ccc(F)cc1 (configuration not stated)
  14	8	-1	-3	-7	12	3	-1
#47 COc1ccc(CNC(=O)C(c2cccs2)N(Cc2ccco2)C(=O)Cc2cccs2)cc1 (configuration not stated)
  -9	3	-4	4	2	-1	6	14
#48 COc1ccc2cc(CN(CC3CCCO3)C(=S)NCc3ccco3)c(=O)[nH]c2c1 (configuration not stated)
  16	-3	3	46	3	3	15	6
#49 CCC12CN(C(=O)c3ccc(C)cc3)CC(CC)(CN(C(=O)c3ccc(C)cc3)C1)C2=O
  -33	-7	-1	3	-4	-9	3	-16
#50 COCCCNC(=S)Nc1ccc2c(c1)OCCO2
  -21	12	7	-20	-8	-2	0	-2
#51 COC(=O)c1cc(Oc2ccc(C(=O)OC)cc2N)cc(C(=O)OC)c1
  16	-2	1	3	4	6	1	0
#52 CNC(=O)NC(=O)CN1C(=O)NC2(CCOc3ccccc32)C1=O (configuration not stated)
  -5	7	2	6	-5	-7	4	-9
#53 c1ccc(-c2nc3c([nH]2)CCc2nonc2-3)cc1
  -18	3	12	-6	-9	-23	9	-1
#54 Cc1ccccc1Cn1c(C)nc2ccccc21
  -23	-10	-2	69*	-9	32	-11	11
#55 CC(C)OC(=O)CSc1nnc(-c2ccc(C(C)(C)C)cc2)n1N
  -30	-1	7	-6	-3	-16	5	6
#56 COc1ccc(S(=O)(=O)N2CCC(C(=O)Nc3cc(Cl)ccc3N3CCOCC3)CC2)cc1OC
  31	1	-4	-3	-3	19	3	14
#57 Cc1c(Br)c([N+](=O)[O-])nn1CC(=O)Nc1ccc(C(C)C)cc1
  -16	-7	-7	24	4	5	-7	23
#58 OCC[C@H]1C[C@@H](O)[C@H](O)[C@]2(OCCc3ccccc32)O1
  10	0	0	-6	4	3	0	0
#59 COc1ccc(NS(=O)(=O)c2cn(C)cn2)cc1Cl
  -3	-6	-11	-6	7	-9	-1	-14
#60 CCc1nnc(NC(=O)c2ccc(N3C(=O)CCC3=O)cc2)s1
  -27	-11	-11	-12	-7	-6	-6	18

Profiles, looked up by structure.
`c1ccc(-c2nc3c([nH]2)CCc2nonc2-3)cc1` is listed with 697 NFkB inh: -18; SENP8 block: 3; SENP7 block: 12; Gli-Sufu block: -6; HKDC1 inh: -9; Jurkat NFkB inh: -23; UBC13 polyUb: 9; Apaf1 inhib: -1
`Cc1cc2cc(CCNC(=O)c3cccs3)c(=O)[nH]c2cc1C` is listed with 697 NFkB inh: -126; SENP8 block: 2; SENP7 block: -1; Gli-Sufu block: -61; HKDC1 inh: 9; Jurkat NFkB inh: -78; UBC13 polyUb: 6; Apaf1 inhib: 6
`CN(C)S(=O)(=O)c1ccc(N2CCCC2=O)c([N+](=O)[O-])c1` is listed with 697 NFkB inh: -12; SENP8 block: -5; SENP7 block: -1; Gli-Sufu block: -4; HKDC1 inh: 7; Jurkat NFkB inh: -8; UBC13 polyUb: -8; Apaf1 inhib: 1

Further compounds follow.
Screens in order – 697 NFkB inh	SENP8 block	SENP7 block	Gli-Sufu block	HKDC1 inh	Jurkat NFkB inh	UBC13 polyUb	Apaf1 inhib
#61 CCCNC(=O)Cn1nc(C(F)(F)F)c2c1CCCC2
  18	2	-1	-4	0	-4	5	-2
#62 COc1ccccc1-c1cc2ccccc2[nH]1
  -56	-15	-8	-12	0	-54	7	19
#63 COC(=O)c1ccc(-n2c(C)cc(C(=O)CSc3cccc[n+]3[O-])c2C)cc1
  -28	-13	-11	4	-5	-13	-3	6
#64 C[C@H](NC(=O)c1nc[nH]c1C(=O)NCC(=O)OCc1ccccc1)C(=O)OCc1ccccc1
  14	5	7	-7	7	10	16	21
#65 O=C(c1ccc2c(=O)n(Cc3ccccc3Cl)c(=S)[nH]c2c1)N1CCCC1
  -1	2	2	-4	4	3	36	10
#66 C#CCOCCOCCOCCNc1nc(N2CCN(C(=O)CCCCCCCCCCNC(=O)[C@H]([C@@H](C)CC)n3cc(CCCCN=C(N)N)nn3)CC2)nc(N2CCN(C(=O)CCCCCCCCCCNC(=O)[C@@H]([C@H](C)O)n3cc(C)nn3)CC2)n1
  -8	2	10	-8	1	-2	123*	45*
#67 Cc1ccc([N+](=O)[O-])cc1NC(=O)C(C)Sc1nnc(C)n1CC1CCCO1 (configuration not stated)
  13	-3	-3	-8	-3	4	6	0
#68 O=C(NCCOc1cccc(Oc2ccccc2)c1)c1cc(-n2cnnc2)ccc1Cl
  -5	-2	0	1	-3	9	-5	2
#69 CCn1c(SCC(=O)Nc2nccs2)nnc1-c1ccco1
  -1	-3	1	4	-10	-3	9	-6
#70 COc1cccc(/C=N/n2c(N)c(S(=O)(=O)c3cccs3)c3nc4ccccc4nc32)c1
  26	-3	-1	-2	-2	-7	3	-4
#71 CCOC(=O)CC1C(=O)NCCN1C(=O)c1ccc(C)cc1 (configuration not stated)
  11	0	5	3	-4	3	2	-1

UBC13 polyUb, entries above that show a hit.
#	SMILES	697 NFkB inh	SENP7 block	HKDC1 inh	Jurkat NFkB inh	UBC13 polyUb
4	NC(=S)N=Nc1c(O)n(CCCl)c2ccc(Br)cc12	12	-4	-2	-1	58*
66	C#CCOCCOCCOCCNc1nc(N2CCN(C(=O)CCCCCCCCCCNC(=O)[C@H]([C@@H](C)CC)n3cc(CCCCN=C(N)N)nn3)CC2)nc(N2CCN(C(=O)CCCCCCCCCCNC(=O)[C@@H]([C@H](C)O)n3cc(C)nn3)CC2)n1	-8	10	1	-2	123*
